# Screening results from PubChem BioAssay.
# RORg inh: blocks mouse ROR gamma transcriptional activity. Drosophila S2 Gal4-RORgamma UAS-luciferase reporter, 20 h. 5.4% of 310,000 active. P51450. Potency, µM (top dose mostly 53.6 µM), for the others: top-dose activity change, negative = inhibition, most hits filed as inhibitors; further: on the % scale 0 is the no-effect control and ±100 the full control effect; nearly all actives have a fitted effect of over 60% in size
#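 Stable Schneider cell line, Gal4 DNA-binding domain fused to ROR gamma, UAS-luciferase. Cmpd 1 hr RT → CuSO4 700 uM final → 20 hr RT → luciferase reagent 10 min → luminescence.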
# ELG1 genotoxic: genotoxicity induction in ELG1-luciferase HEK293T cells | HEK293T ELG1-luciferase reporter, luminescence, 16 h | Potency, µM (doses to about 46 µM), for inactives: at the top dose activity change, positive = activation, hits mostly activators | 1.3% of 330,000 active | AID 504466; further: % of control where 0% means no effect; nearly all actives have a fitted effect of over 60% in size
#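 ELG1-luciferase HEK293T cells, 2,000/well; compound pinned in; 16 hr, 37 °C, 5% CO2; ONE-Glo, 30 min RT; luminescence on CCD imager.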
# p53 reactivation: re-activators of mutant p53; 0.063% of 320,000 active; H1299 p53-A138V BP100-luciferase reporter, luminescence, 24 h; Potency, µM (series often up to 92.2 µM), without a hit: at the highest dose activity change, positive = activation, most hits filed as activators; further: % of control where 0% means no effect; nearly all actives have a fitted effect of over 45% in size
#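 H1299 (p53-null), stable ts p53-A138V + BP100-Luc; 1000 cells/well, Opti-MEM/10% FBS; cpd 4 pt, 1:5; 24 h, 37 deg C, 5% CO2; detection reagent 10 min RT; luminescence.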
# FLuc counter: counter-screen for miR-21 project: firefly luciferase inhibitors or activators; P08659; purified FLuc, Km substrates, luminescence inhibition; 6.9% of 360,000 active; Potency, µM (series often up to 57.5 µM), for inactives: at the highest dose activity change, negative = inhibition, usual class: inhibitors;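 further: plate controls were vehicle for no effect and reference inhibitor for full effect; nearly all actives have a fitted effect of over 55% in size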
# Target sequence (P08659 whole entry, looked up): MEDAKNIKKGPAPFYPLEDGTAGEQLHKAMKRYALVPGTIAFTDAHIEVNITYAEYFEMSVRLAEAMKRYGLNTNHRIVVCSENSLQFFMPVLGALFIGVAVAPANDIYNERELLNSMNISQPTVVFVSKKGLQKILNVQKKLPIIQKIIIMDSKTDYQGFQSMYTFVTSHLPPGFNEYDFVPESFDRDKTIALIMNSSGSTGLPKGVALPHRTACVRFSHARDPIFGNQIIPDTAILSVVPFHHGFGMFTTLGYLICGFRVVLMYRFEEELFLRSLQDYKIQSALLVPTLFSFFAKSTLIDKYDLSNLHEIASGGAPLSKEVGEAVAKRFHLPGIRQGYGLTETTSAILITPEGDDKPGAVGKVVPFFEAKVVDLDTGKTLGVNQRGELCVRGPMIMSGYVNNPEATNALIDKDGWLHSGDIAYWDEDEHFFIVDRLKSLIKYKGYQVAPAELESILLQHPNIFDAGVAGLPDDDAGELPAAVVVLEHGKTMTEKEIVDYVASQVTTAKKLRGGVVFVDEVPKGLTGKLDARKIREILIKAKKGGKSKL
#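 Purified P. pyralis luciferase, 10 nM final, with Km-level 10 uM D-luciferin and 10 uM ATP in 50 mM Tris acetate pH 7.5, 10 mM Mg acetate, 0.01% Tween-20, 0.05% BSA; 6-point qHTS titration about 60 µM downward; luminescence read.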
# Gal4-VP16 FLuc: Gal4-VP16 reporter inhibition counter-screen. AID 2546. 3.5% of 310,000 active. Drosophila S2 Gal4-VP16 UAS-luciferase, luminescence, 20 h. Potency, µM (series often up to 53.6 µM), without a hit: at the highest dose activity, negative = inhibition, hits mostly inhibitors;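 further: Gal4-VP16 expression switched on by copper sulfate through the metallothionein promoter; on the % scale 0 is the no-effect control and ±100 the full control effect; nearly all actives have a fitted effect of over 50% in size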
# MBNL1-CUG inh: MBNL1-poly(CUG) RNA binding inhibition; TR-FRET MBNL1-His/biotin-(CUG)12 binding, 665/545 ratio; 0.036% of 280,000 active; AID 2675; Q9NR56; Potency, µM (top dose mostly 57.5 µM), for the others: top-dose activity change, negative = inhibition, usual class: inhibitors; active means well fitted inhibition curve with a large enough effect in the signal ratio, with a control signal flat, not every such curve was filed as active; inconclusive means small, poorly fitted or top-dose-only effect, or effect the other way, or a change in a side signal; inactive means no such curve, though single readings can be large or run the other way; the % refers to the signal ratio; further: on the % scale 0 is the no-effect control and ±100 the full control effect
# Target sequence (Q9NR56 whole entry, looked up): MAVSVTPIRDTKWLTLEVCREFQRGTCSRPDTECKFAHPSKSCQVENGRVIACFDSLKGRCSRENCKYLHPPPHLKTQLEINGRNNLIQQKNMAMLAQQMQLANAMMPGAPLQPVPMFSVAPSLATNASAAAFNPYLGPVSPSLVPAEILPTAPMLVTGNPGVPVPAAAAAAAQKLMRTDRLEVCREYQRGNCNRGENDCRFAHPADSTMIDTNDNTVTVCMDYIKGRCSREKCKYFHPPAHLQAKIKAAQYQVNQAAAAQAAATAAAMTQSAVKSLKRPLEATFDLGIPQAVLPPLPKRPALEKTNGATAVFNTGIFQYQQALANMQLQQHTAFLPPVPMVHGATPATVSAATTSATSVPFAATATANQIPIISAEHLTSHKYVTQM
#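 Inhibition of protein-RNA binding appears as loss of TR-FRET between terbium anti-His antibody on MBNL1-His and streptavidin-XL665 on biotin-(CUG)12. Activity is normalized to buffer-only and uninhibited-complex controls.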
# NPC1 prom act: NPC1 promoter activation | Huh7 NPC1 promoter luciferase reporter, 24 h | Potency, µM (series often up to 9.22 µM), inactives show at the highest dose activation, actives largely listed as activators | 2.4% of 320,000 active | AID 485313;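 further: % of control where 0% means no effect; nearly all actives have a fitted effect of over 60% in size; reporter is driven by a mutant NPC1 promoter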
#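 Stable NPC1-promoter luciferase Huh7 line; cpd (DMSO) 24 h, 37 °C, 5% CO2; Amplite luciferase reagent 10 min RT; luminescence readout. qHTS format.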
# BRCA1 expr act: activators of BRCA1 expression. MCF7-BRCA1-FFLuc reporter, luminescence, 48 h; response scale: scaled: vehicle 0%, 10 µM genistein 100%. AID 624202. Potency, µM (series often up to 46.1 µM), without a hit: at the top dose activation, usual class: activators. 1.1% of 380,000 active; further: nearly all actives have a fitted effect of over 80% in size; some results filed as inactive show a strong effect at the top dose
#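 MCF7-BRCA1-FFLuc, 2000 cells/well; 2 h attach, 37 °C/5% CO2; compound 48 h; luciferase substrate 15 min; luminescence end-point. Norm. to genistein 10 microM max activation and DMSO; concentration-response curves fitted.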
# uPA surface inh: blocks generation of uPA at the cell surface; cell surface uPA generation assay, qHTS; Potency, µM (highest dose often 38.3 µM), inactives show at the top dose activity change, negative = inhibition, hits mostly inhibitors; 0.31% of 330,000 active; AID 540303; active means well fitted inhibition curve with a large enough effect; inconclusive means small, poorly fitted or top-dose-only effect; inactive means no such curve, though single readings can be large or run the other way; tested in mouse RAW 264.7 cells; further: on the % scale 0 is the no-effect control and ±100 the full control effect; nearly all actives have a fitted effect of over 55% in size
# Rab9 prom act: activators of Rab9 promoter; 2.8% of 320,000 active; Potency, µM (series often up to 9.22 µM), for the others: at the highest dose activation, negative = inhibition, hits mostly activators; Huh7 Rab9 promoter-luciferase reporter, luminescence, 24 h; further: % of control where 0% means no effect; nearly all actives have a fitted effect of over 60% in size
#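 Promoter activation is measured as luciferase luminescence in Huh7 cells stably transfected with a Rab9 promoter–luciferase construct, following 24 h compound exposure at 37 °C and 10 min reagent incubation at ambient temperature.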
# * = called active by the depositor; ? = inconclusive; · = not tested or not shown; & = joins results of further samples; [ ] = another dose, or the depositor's remark. Unless noted, the call rests on the fitted dose curve; in most records, active means well fitted curve in the direction sought with a large enough effect; inconclusive means small, poorly fitted or top-dose-only effect, or another doubt; inactive means no such curve, though single readings can be large; an effect the other way counts as inactive or inconclusive. Potency means the concentration at half of the fitted maximal effect.
SMILES,RORg inh,ELG1 genotoxic,p53 reactivation,FLuc counter,Gal4-VP16 FLuc,MBNL1-CUG inh,NPC1 prom act,BRCA1 expr act,uPA surface inh,Rab9 prom act
CCc1ccccc1NC(=S)N(CCN1CCOCC1)C1CCN(C(C)=O)CC1,-12%,-11%,4%,-1%,7%,-3%,-10%,-8%,3%,3%
CCOC(=O)c1cnn(-c2nc(C)cc(C)n2)c1N,2%,11%,6%,?,20%,5%,5%,36%,0%,5%
CCOC(=O)N/N=C(\C)c1cccs1,20%,?,20%,-14%,-3%,-2%,19%,?,0%,10%
O=C(O)Cn1cc(/C=C2/SC(=O)N(CC(=O)N3CCCCCC3)C2=O)c2ccccc21,13%,0%,-1%,?,-9%,12%,-2%,14%,2%,-2%
COc1ccc(-n2c(=O)c3c4c(sc3n3c(=S)[nH]nc23)COC(C(C)C)C4)cc1 (stereo not given),?,-4%,-2%,1%,11%,-3%,-5%,-15%,-6%,6%
CCNc1nc(NCC)n2c(SCc3nc4ccccc4c(=O)[nH]3)nnc2n1,36%,-3%,-10%,3%,-6%,-6%,-3%,-9%,3%,-7%
NC(=O)c1cc[n+](CC(=O)NC(=O)Nc2ccccc2)cc1,·,3%,9%,0%,·,·,0%,-2%,3%,-2%
CC(C)c1ccc(NC(=O)CC2Oc3ccccc3NC2=O)cc1 (stereo not given),20%,-1%,0%,3%&-9%,-3%,5%,-5%,-15%,-9%,-3%
Cc1ccc(CNC(=O)C(=O)NCC(c2ccco2)N2CCOCC2)cc1 (stereo not given),25%,1%,-5%,-1%,19%,-12%,-1%,5%,0%,-2%
COc1ccc(CN2CCN(C(=O)CCC(=O)Nc3nnc(CC(C)C)s3)CC2)cc1F,-39%,-2%,7%,-2%,-23%,-12%,-8%,-5%,8%,-22%
Cn1nccc1C(=O)OCC(=O)Nc1ccccc1,15%,1%,13%,-3%,18%,-4%,-1%,16%,-4%,-9%
COc1ccccc1N1CCN(C(=O)CCc2nnc3ccc(N4CCCC4)nn23)CC1,2%,-8%,1%,0%,-1%,4%,-2%,-7%,8%,-7%
CN1C(=O)CC(N2CCN(c3ncccn3)CC2)C1=O (stereo not given),-39%,1%,4%,-2%,-4%,14%,-4%,0%,-1%,17%
CC(C)C[C@H](NC(=O)NCc1ccc(F)cc1)C(=O)O,-2%,1%,2%,2%,-9%,-7%,-1%,22%,2%,-3%
CC(C)C(NC(=O)c1ccccc1)C(=O)NCC(c1ccccc1)N(C)C (stereo not given),-1%,1%,-2%,0%,-1%,-1%,0%,-13%,-3%,-1%
CCN(CC)CCCNC(=O)CNC(=O)c1nn(-c2ccc(OC)c(OC)c2)c(=O)c2ccccc12,0%,0%,5%,0%,3%,25%,1%,-31%,1%,0%
Cc1c(Cl)cccc1NS(=O)(=O)c1ccc2c(c1)C1C=CCC1C(c1ccc(C(=O)O)cc1)N2 (stereo not given),-3%,0%,2%,?,-2%,7%,-3%,-5%,-3%,0%
O=C(/C=C/c1ccc(OC2CSC2)cc1)c1ccc(Cl)cc1,15%,6%,12%,11µM*,4%,-15%,-4%,-25%,-3%,0%
Cc1c(Br)c([N+](=O)[O-])nn1CCCC(=O)N1CCN(c2ccccc2)CC1,?,0%,-7%,-9%,13%,·,-1%,-29%,-2%,?
N#Cc1nc(Cc2cccc3ccccc23)oc1NCCCn1ccnc1,?,-7%,-6%,4%,-10%,14%,-9%,-49%,5%,-11%
CC(CNC(=O)CCC(=O)N1CCOc2ccc(Cl)cc21)c1ccccc1 (stereo not given),22%,0%,·,1%,0%,-9%,-3%,0%,6%,3%
CCOc1ccc(NC(=O)CCCN2C(=O)C(c3ccccc3)Oc3cccnc32)cc1 (stereo not given),37%,1%[9.26 µM],6%,0%&-1%,-1%,0%,1%,0%&-15%,-5%,-2%
CCC(C(=O)Nc1nnc(-c2ccco2)s1)c1ccccc1 (stereo not given),-22%,-1%,2%,1%,?,61%[activator],-1%,-3%,11%,-2%
CC(=O)N1CCN(S(=O)(=O)c2cccc(C(=O)NCCc3ccc(Cl)cc3)c2)CC1,·,17%,-2%,6%,·,·,-2%,-9%,-2%,-2%
CC(C)(C)CC(=O)Nc1ccc(-c2cn3cccnc3n2)cc1,-28%,?,24%,9.5µM*,-23%,?,2.8µM*,94%,-1%,?
CCOc1ccc2nc(SCC(=O)NCC3CCCO3)c(C#N)cc2c1 (stereo not given),-25%,6%,4%,5%,-4%,16%,-5%,15%,4%,11%
CC1CCCCN1C(=O)c1ccc(Br)o1 (stereo not given),·,3%,·,5%,·,3%,0%,5%,2%,-1%
COC(=O)c1ccc(C(=O)OC)c(NC(=O)CCc2ccc(C)o2)c1,-11%,3%,-8%,2%,-5%,1%,0%,0%,2%,-1%
On1cnnc1-c1ccccc1,?,1%,-11%,-13%,-7%,-14%,10%,24%,-5%,-6%
COc1cc(NS(=O)(=O)c2ccc(-c3ccc(=O)[nH]n3)o2)cc(OC)c1OC,-6%,1%,9%,5%,3%,?,-2%,11%,3%,2%
O=C(O)COc1ccccc1/C=N/NC(=O)CN1CCN(S(=O)(=O)c2ccc(Br)cc2)CC1,14%,-4%,-3%,1%,4%,-9%,-13%,-1%,-1%,-2%
CCCN1CCN(S(=O)(=O)c2ccc(OC)c(Br)c2)CC1,20%,2%,-1%,5%,4%,-6%,-4%,-29%,0%,-4%
Cc1cc(C)c2cccc(NC(=S)NC(=O)c3ccccc3)c2n1,?,2%,-2%,?,3.2µM*,5%,16%,-44%,·,12%
Cn1c(SCC(=O)NNC(=O)Cc2ccccc2)nc2ccccc2c1=O,9%,-1%,-5%,-2%,-11%,-6%,-2%,-4%,10%,-1%
Cc1ccc(C)c(N2CCN(CCCNC(=O)CCn3c(=O)c4cccn4c4cccnc43)CC2)c1,-2%,-7%,-5%,2%,-11%,-4%,-4%,-21%,-17%,-1%
Cc1ccc(NC(=S)NNC(C)(C)C)cc1,?,-7%,17%,?,0.25µM*,9%,11%,25%,-1%,17%
O=C1C2CCCCN2C(=O)N1CCCN1CCN(c2ccc(F)cc2)CC1 (stereo not given),-16%,-1%,·,-2%,2%,2%,-3%,4%,-3%,1%
COc1cccc(OCCOCC(O)CN2CCN(Cc3ccc(Cl)cc3)CC2)c1 (stereo not given),?,-1%,8%,3%,-16%,-2%,-1%,-7%,0%,-6%
CN(C)c1ccc(-c2ccc([C@H]3[C@@H]4C=CCC[C@@]4(C)C(=O)N3Cc3ccccc3)c(F)c2)cc1,14%,-4%,0%,-2%,-3%,-1%,-7%,-26%,?,-6%
O=C1COc2ccc(S(=O)(=O)N3CCN(c4ccccc4F)CC3)cc2N1,28%,-5%,-1%,3%,-2%,2%,-3%,-7%,0%,-3%
CCc1nnc(NC(=O)c2ccc(S(=O)(=O)N(C)c3ccccc3)cc2)o1,0.45µM*,-14%,21%,-17%,0.56µM*,10%,-8%,-32%,?,-7%
CN(C(=S)NCCN1CCOCC1)C(c1ccccc1)c1ccccc1,-1%,-7%,0%,0%,-2%,-9%,0%,-18%,?,-2%
N#CCSc1nc2cc(C(=O)N3CCCC3)ccc2c(=O)n1Cc1ccccc1,?,-6%,-2%,4%,5%,-5%,-3%,-42%,-4%,4%
CCOc1ccc(/C=N/NC(=O)CSc2n[nH]c(=O)[nH]c2=O)cc1OC,-11%,0%,5%,?,-9%,15%,-1%,25%,4%,1%
Cc1c(NC(=O)COC(=O)C23CC4CC(CC(Br)(C4)C2)C3)c(=O)n(-c2ccccc2)n1C,11%,-4%,2%,-1%,-12%,-3%,-1%,-17%,1%,-2%

# An excerpt of these results, with two lines to a compound:
# Under each structure: RORg inh, ELG1 genotoxic, p53 reactivation, FLuc counter, Gal4-VP16 FLuc, MBNL1-CUG inh, NPC1 prom act, BRCA1 expr act, uPA surface inh, Rab9 prom act
- CCNc1nc(NCC)n2c(SCc3nc4ccccc4c(=O)[nH]3)nnc2n1
  36%, -3%, -10%, 3%, -6%, -6%, -3%, -9%, 3%, -7%
- NC(=O)c1cc[n+](CC(=O)NC(=O)Nc2ccccc2)cc1
  ·, 3%, 9%, 0%, ·, ·, 0%, -2%, 3%, -2%
- CC(C)c1ccc(NC(=O)CC2Oc3ccccc3NC2=O)cc1 (stereo not given)
  20%, -1%, 0%, 3%&-9%, -3%, 5%, -5%, -15%, -9%, -3%

# Continuation:
SMILES,RORg inh,ELG1 genotoxic,p53 reactivation,FLuc counter,Gal4-VP16 FLuc,MBNL1-CUG inh,NPC1 prom act,BRCA1 expr act,uPA surface inh,Rab9 prom act
Cc1ccc(C(=O)c2cc3ccccc3o2)cc1C,13%,16µM*,?,4.8µM*,-10%,25%,2.2µM*,11µM*,-5%,3.5µM*
CCOc1cc(N2CCOCC2)c(OCC)cc1NC(=O)c1ccc(=O)n(Cc2ccccc2)n1,4%,0%,-3%,4%,-1%,10%,-4%,·,·,1%
O=c1n(-c2ccc(Br)cc2)cnn1-c1ncccc1[N+](=O)[O-],31%,?,9%,17µM*,?,?,?,?,2%,2µM*
FC(F)(F)c1cccc(-c2nc(COc3ccc(Cl)cc3Cl)no2)c1,-3%,5%,11%,-13%,8%,-1%,-1%,15%,1%,-3%
COC1c2ccccc2C(=O)N1CCc1ccc(Cl)cc1 (stereo not given),25%,3%,-2%,-17%,7%,-6%,16%,39%,5%,20%
C/C(=N\NC(=O)OC(C)(C)C)c1ccc(-n2ccnc2)cc1,13%,0%,0%,-3%,-3%,1%,-1%,2%,-1%,1%
